Screening results (PubChem BioAssay)
PMI activator – activators of human phosphomannose isomerase. activation factor at 20 µM. purified human PMI, coupled resazurin fluorescence, 20 min; hits give high values; 1 = vehicle control, 0 substrate-free wells. hit rate 0.005% among 190,000. P34949;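 active means activation factor of 2 or more at 20 µM, relative to plate controls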
Target sequence (P34949 whole entry, looked up): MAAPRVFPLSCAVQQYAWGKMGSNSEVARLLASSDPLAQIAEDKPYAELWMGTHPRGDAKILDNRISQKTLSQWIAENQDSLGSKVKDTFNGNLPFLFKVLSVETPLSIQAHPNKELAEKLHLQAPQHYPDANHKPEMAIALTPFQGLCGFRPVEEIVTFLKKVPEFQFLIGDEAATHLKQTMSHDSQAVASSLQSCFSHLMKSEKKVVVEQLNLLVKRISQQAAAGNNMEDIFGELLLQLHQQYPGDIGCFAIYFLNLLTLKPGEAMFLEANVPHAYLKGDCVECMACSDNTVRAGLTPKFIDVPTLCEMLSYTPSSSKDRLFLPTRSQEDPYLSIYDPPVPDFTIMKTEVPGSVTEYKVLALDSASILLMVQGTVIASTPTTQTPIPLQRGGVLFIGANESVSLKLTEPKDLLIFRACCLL
G6PDH CS – inhibits Leuconostoc G6PDH, flagging false hits in G6PDH-based assays | inhibition, % at 5 µM | Purified L. mesenteroides G6PDH, diaphorase/resazurin coupled fluorescence, 45 min | AID 1020 | hit rate 0.12% among 200,000; in the data active means inhibition above about 50%
Diaph act CS – counter-screen for diaphorase-based assays: diaphorase activators and chemical reducers; activation factor at 20 µM; hit rate 0.005% among 190,000; Diaphorase/resazurin coupled assay, resorufin fluorescence, 16 min; hits give high values; 1 = vehicle wells, 0 = NADH-free wells;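 active means diaphorase activity raised at least twofold by the compound at 20 µM; inactive means activation factor below 2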
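Assay system: Purified diaphorase enzyme from Clostridium kluyveri | Amount: Enzyme 0.07 U/mL final | Dosing: Compound 20 µM once, DMSO 1% | Timing: 16 min reaction at room temperature | Detection: Fluorescence, excitation 544 nm and emission 590 nm | Evaluation: Higher resorufin formation from activation or reduction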
PMI act satM6P – activators of human phosphomannose isomerase at near-saturating mannose 6-phosphate; P34949; coupled PMI enzyme assay, resazurin fluorescence, 20 min; hits give high values; 1 = untreated enzyme, 0 = substrate-free blank; activation factor at 20 µM; hit rate 0.34% among 190,000;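 active means activation factor of 2 or more at 20 µM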
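test system = human PMI in coupled enzyme assay | medium = HEPES-buffered pH 7.4 with magnesium and detergent | also added = 1.0 mM mannose-6-phosphate substrate with 0.22 mM NADP+ | compound = 20 µM single dose | times = 20 min incubation at room temperature | measured by = resorufin fluorescence (Ex 544/Em 590 nm) from resazurin via diaphorase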
TNAP act hiacc – increases human TNAP activity under high phosphate acceptor concentration; P05186; purified TNAP, CDP-star luminescence, 1 M DEA, 30 min; hits give high values; 0 = EDTA background, 1 = DMSO-only activity; activation factor at 20 µM; 200,000 tested, under 10 active;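 active means activation factor at least 2 at 20 µM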
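system = human TNAP | amount = enzyme diluted 1/800 final | reagent = 100 µM CDP-star substrate | signal = luminescent substrate turnover signal | dosing = one dose, 20 µM | benchmarks = EDTA negative control, DMSO positive control | measure = activation factor | timing = 30 min reaction, room temperature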
TNAP inh hiacc – inhibitors of human TNAP at high phosphate acceptor concentration. purified TNAP, CDP-star luminescence, 1 M DEA. hit rate 0.03% among 200,000. inhibition, % at 20 µM. AID 1135. P05186;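 active means over 50% inhibition of tissue-nonspecific alkaline phosphatase at 20 µM in the single-dose screen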;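 further: plate controls were DMSO wells for no effect and EDTA-quenched wells as full inhibition for full effect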
Efa HMGR inh – blocks class II HMG-CoA reductase of Enterococcus faecalis; hit rate 0.41% among 190,000; purified E. faecalis HMGR, NADPH absorbance 340 nm kinetic; inhibition, % at 10 µM; AID 1066;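 active means inhibition above a set limit, the median over all tested compounds plus 3 SD, cut at about 9.5% in these data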;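 further: enzyme runs in reverse so mevalonate oxidation gives rising NADPH absorbance; 0% = complete reaction with DMSO and 100% = background rate lacking mevalonate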
FLuc stim CS – firefly luciferase counter-screen for stimulation assays | activation factor at 10 µM | P08659 | ATPlite luciferase biochemical, luminescence, 10 min; 0 = ATP-free wells, 1 = DMSO control | 200,000 tested, under 10 active;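 active means luciferase activation factor, scaled between plate controls, of at least 2 with compound at 10 µM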
Target sequence (P08659 whole entry, looked up): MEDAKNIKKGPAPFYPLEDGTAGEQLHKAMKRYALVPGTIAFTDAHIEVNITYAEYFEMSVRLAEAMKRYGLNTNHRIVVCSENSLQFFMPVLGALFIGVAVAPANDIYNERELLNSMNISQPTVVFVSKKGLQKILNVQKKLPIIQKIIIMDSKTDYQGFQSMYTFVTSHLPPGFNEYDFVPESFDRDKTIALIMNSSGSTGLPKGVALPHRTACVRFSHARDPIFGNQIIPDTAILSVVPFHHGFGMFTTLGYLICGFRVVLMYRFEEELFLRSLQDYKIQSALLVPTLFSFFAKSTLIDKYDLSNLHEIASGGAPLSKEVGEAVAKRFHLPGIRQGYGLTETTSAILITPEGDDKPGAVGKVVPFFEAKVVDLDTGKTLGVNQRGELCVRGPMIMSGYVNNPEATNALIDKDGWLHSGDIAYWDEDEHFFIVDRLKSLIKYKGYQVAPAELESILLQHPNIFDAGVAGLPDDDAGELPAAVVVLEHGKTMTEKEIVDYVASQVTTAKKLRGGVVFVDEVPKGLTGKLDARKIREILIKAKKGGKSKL
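System: cell-free luciferase reagent; medium: PBS as buffer for the ATP substrate; doses: test compounds dosed from 2 mM stocks in 100% DMSO; incubation: 10 min, room temperature; measured by: luminescence from luciferase reaction; read-out: luciferase activation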
TNAP inh noacc – inhibitors of human TNAP without phosphate acceptor | purified TNAP, CDP-star luminescence, 30 min | hit rate 0.26% among 200,000 | AID 1012 | inhibition, % at 20 µM;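 active means tissue-nonspecific alkaline phosphatase inhibition above about 50% at 20 µM in the single-dose screen, limit read from the data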;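 further: 0% = DMSO negative control and 100% = EDTA positive control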
Diaphorase inh – counter-screen for diaphorase-based assays: diaphorase inhibitors and chemical oxidizers | diaphorase resazurin-to-resorufin fluorescence, NADH, 16 min; bacterial (C. kluyveri) enzyme, not human | inhibition, % at 20 µM | hit rate 0.69% among 190,000 | AID 1217;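 active means primary screen inhibition at 20 µM above a set limit, cut at about 50% in these data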;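 further: plate controls were DMSO with full reaction for no effect and wells lacking NADH for full effect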
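controls = No-NADH positive control and DMSO neutral control | system = Clostridium kluyveri diaphorase enzyme | timing = reaction incubation of 16 min at room temperature | signal = resorufin fluorescence 544/590 nm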
* marks the source's active call; other numbers are inactive results; / = no result given.

SMILES	PMI activator	G6PDH CS	Diaph act CS	PMI act satM6P	TNAP act hiacc	TNAP inh hiacc	Efa HMGR inh	FLuc stim CS	TNAP inh noacc	Diaphorase inh
CC1(C)CC(N(Cc2ccco2)C(=O)Cc2ccccc2)CCO1 (stereo unspecified)	1.1	13	0.9	1.1	1	-4	-6	1.1	-4	7
CCCC(C(=O)O)N1C(=O)/C(=C2\C(=O)N(C)c3ccccc32)SC1=S (stereo unspecified)	0.8	14	0.7	0.7	1	4	/	1	0	27
O=[N+]([O-])c1c(NCCCO)cc(Sc2ccc(Cl)cc2)c2nonc12	0.5	11	0.5	0.4	0.9	10	2	1	6	54*
N/C(=N/O)c1ccccc1N1CCC(Cc2ccccc2)CC1	0.8	4	0.8	0.9	1	2	-8	1.1	2	18
CCC(CC)=NNc1cccc([N+](=O)[O-])c1	1.3	7	0.9	1.3	1	3	-4	1	6	13
CCOC(=O)c1[nH]cnc1C(=O)Nc1cccc(Cl)c1	1.2	18	0.9	1.1	1	2	-4	1	-14	11
CC1(C)Cc2cccc(OCC(=O)N3CCN(S(=O)(=O)c4ccccc4F)CC3)c2O1	1.1	7	1.1	1.1	1	-2	1	1	10	-10
O=C(N/N=C/c1cccn1-c1ccc([N+](=O)[O-])cc1)C(O)c1ccccc1 (stereo unspecified)	1	6	0.8	1	1	-4	1	1	-8	18
S=C(NCCc1ccccc1)Nc1ccc(Cl)cc1Cl	0.9	8	0.8	0.9	1	-2	-1	1	-3	16
COc1ccc2nc(C)c(C(=O)NN)cc2c1	0.9	5	0.9	0.8	1	-4	2	1	-6	13
CC1=NN(c2nc(-c3ccc(F)cc3)cs2)C(=O)C1	1.2	-1	0.8	1.5	1	1	-3	1	-9	16
CN(C)c1ccc(C(=S)N2CCN(c3ccccc3)CC2)cc1	1	10	0.8	0.9	1.1	-6	-2	1.1	0	22
CCc1ccc(N(C(=O)Cn2nnc(-c3ccccc3)n2)C(C(=O)NC2CCCCC2)c2ccccn2)cc1 (stereo unspecified)	0.8	22	0.9	0.9	1	-1	1	1	-6	11
Cc1nc2c(-c3ccc(F)cc3)c(C)nn2c(C)c1CCC(=O)N1CCC(Cc2ccccc2)CC1	0.8	2	0.6	0.8	1	-4	-3	1.1	-7	35
COc1cccc(N2C(=O)C3CC=C(Cl)CC3C2=O)c1 (stereo unspecified)	1	4	0.9	1	1.1	-5	4	1	-13	11
CCOc1ccc2nc(NC(=O)CSc3nc4c(c(=O)n(C)c(=O)n4C)n3C(C)C)sc2c1	0.8	1	0.8	0.8	1	0	-8	1	-3	21
CC/C(O)=C1\C(=O)CC(c2ccccc2)CC1=NCCC(=O)O (stereo unspecified)	0.9	0	0.8	1	1	4	-5	1	2	20
O=C(CSc1nnc(CNC(=O)c2ccccc2F)o1)NCC1CCCO1 (stereo unspecified)	0.9	6	1	1	1	-2	-2	1	-8	5
CCC(=O)NC(Nc1nc(C)cs1)(C(=O)OC)C(F)(F)F (stereo unspecified)	1.1	0	0.9	1	1	-3	5	1.1	-5	15
O=S(=O)(NCc1ccccn1)c1cccc2nsnc12	1	1	1	1.1	1	-2	0	1.1	-12	2
O=C(NCCc1ccncc1)Nc1ccccc1Cl	0.9	5	1	0.9	1	4	-5	1	-3	2
Cc1ccccc1C(=O)N/N=C/c1ccsc1C	1.1	-6	1	1.1	1	1	-2	0.6	-6	1
N#Cc1cc2c(ccc3ccccc32)oc1=O	1.2	10	1	1	0.9	12	1	1	21	0
O=C(/C=C/c1ccc(OCCCF)cc1)NCc1cccc(Cl)c1	0.9	1	0.8	0.8	1	-1	6	1	-6	24
COc1ccccc1-c1cn(S(=O)(=O)c2ccc(C)cc2)nc1N	0.9	-2	0.9	0.9	1	0	-3	1.1	-8	10
Cc1cc(S(=O)(=O)NCC(c2ccccc2)c2ccccc2)ccc1-n1cnnn1	1	12	0.9	1.1	1	-4	-4	1	9	14
CC(=O)c1cccc(NC(=O)N2CCCC2C(=O)NCc2ccc(C)cc2)c1 (stereo unspecified)	0.9	-14	0.8	0.9	1.1	-9	4	1.1	-10	18
COc1ccc(C2/C(=C(/O)c3ccc4c(c3)CC(C)O4)C(=O)C(=O)N2CCN2CCOCC2)cc1 (stereo unspecified)	0.9	6	0.8	0.9	1	-4	-2	1.1	-14	18
Cc1ccc(NC(=O)COC(=O)CCc2c[nH]c(=O)[nH]2)cc1	1	-2	0.9	0.9	1	-2	-3	1	-8	13
CC(C)(C)S(=O)(=O)c1ccc2nc3c(n2c1)CCCC3	1	9	0.9	1	1.1	-10	-7	1.1	-15	13
Cc1c(NC(=O)c2cccnc2C(=O)O)cccc1C(=O)O	1	4	0.9	1	1	-4	-3	1.1	-9	14
CCn1c(N2CCN(S(=O)(=O)c3ccccc3C(F)(F)F)CC2)nc2ccccc21	0.9	4	0.7	1	1	-3	-3	1.1	-11	32
CC(=O)c1ccc(N2CCN(C(=O)CCC(=O)c3cccs3)CC2)cc1	1.1	5	0.9	1	1	-5	5	1.1	-10	5
O=C(c1cccc(S(=O)(=O)N2CCOCC2)c1)N1CCN(Cc2ccc3c(c2)OCO3)CC1	1.1	4	1	1	1	-3	-2	1	-2	2
COc1cc(OC)cc(C(=O)NC(=S)NCc2ccco2)c1	0.9	-3	0.8	0.9	1	3	1	1	-9	17
Cc1csc(NC(=O)c2ccccc2[N+](=O)[O-])n1	1	-1	0.9	1.1	1	-3	-1	1.1	-10	12
O=C(O/N=C\c1ccc(N2CCCCC2)c([N+](=O)[O-])c1)c1cccc(C(F)(F)F)c1	0.8	-12	0.8	0.9	1	3	-10	1	-8	15
O=C(COc1ncnc2ccccc12)Nc1ccc(Cl)c([N+](=O)[O-])c1	0.9	4	0.9	1	1	-1	4	1	-11	8
CCOC(=O)/C=c1\s/c(=C\c2sccc2C)c(=O)n1CC(=O)NCc1ccc(C)cc1	1.1	6	1.1	1.1	1	1	-1	1	-8	-10
CC(C)OCCCN(CC(O)c1ccccc1)CC(O)c1ccccc1 (stereo unspecified)	1	2	0.8	1	1	0	-10	1	-14	15
CCCCCSc1nnc2c(n1)OC(c1cccn1C)N(C(C)=O)c1ccccc1-2 (stereo unspecified)	1	-3	0.8	1	1	0	-1	1	-3	16
Clc1ccc(-c2n[nH]c3c2CCC3)c(Cl)c1	0.9	5	0.8	0.9	1	-2	-5	1.1	46	22
O=C(Nc1ccc2c(c1)OCO2)c1cnn2c(C(F)(F)F)cc(-c3ccco3)nc12	1	-2	0.9	1	1	-2	2	1	-4	11
CCOC(=O)c1cc(C)n(Cc2ccccc2)c1C	1	5	0.9	1	1.1	-6	-1	1	-15	7
COC(=O)N/N=C/c1cc(C)n(-c2ccccc2)c1C	1	-17	1	0.9	1	-1	-3	0.5	-1	0
COc1ccc(Cc2n[nH]c(=S)n2N)cc1OC	0.4	6	0.9	0.6	1.1	-6	0	1	-5	6
CCSc1nnc(NC(=O)/C=C/c2ccc3c(c2)OCO3)s1	1.1	-2	0.9	1	1	1	-5	1	-9	9
CC(OC(=O)c1cccs1)C(=O)NCc1ccccc1 (stereo unspecified)	1	-2	0.9	0.9	1.1	-9	0	1.1	-15	8

Among those listed so far, these contain fluorine.
SMILES	PMI activator	G6PDH CS	Diaph act CS	PMI act satM6P	TNAP act hiacc	TNAP inh hiacc	Efa HMGR inh	FLuc stim CS	TNAP inh noacc	Diaphorase inh
CC1(C)Cc2cccc(OCC(=O)N3CCN(S(=O)(=O)c4ccccc4F)CC3)c2O1	1.1	7	1.1	1.1	1	-2	1	1	10	-10
CC1=NN(c2nc(-c3ccc(F)cc3)cs2)C(=O)C1	1.2	-1	0.8	1.5	1	1	-3	1	-9	16
Cc1nc2c(-c3ccc(F)cc3)c(C)nn2c(C)c1CCC(=O)N1CCC(Cc2ccccc2)CC1	0.8	2	0.6	0.8	1	-4	-3	1.1	-7	35
O=C(CSc1nnc(CNC(=O)c2ccccc2F)o1)NCC1CCCO1 (stereo unspecified)	0.9	6	1	1	1	-2	-2	1	-8	5
CCC(=O)NC(Nc1nc(C)cs1)(C(=O)OC)C(F)(F)F (stereo unspecified)	1.1	0	0.9	1	1	-3	5	1.1	-5	15
O=C(/C=C/c1ccc(OCCCF)cc1)NCc1cccc(Cl)c1	0.9	1	0.8	0.8	1	-1	6	1	-6	24
CCn1c(N2CCN(S(=O)(=O)c3ccccc3C(F)(F)F)CC2)nc2ccccc21	0.9	4	0.7	1	1	-3	-3	1.1	-11	32
O=C(O/N=C\c1ccc(N2CCCCC2)c([N+](=O)[O-])c1)c1cccc(C(F)(F)F)c1	0.8	-12	0.8	0.9	1	3	-10	1	-8	15
O=C(Nc1ccc2c(c1)OCO2)c1cnn2c(C(F)(F)F)cc(-c3ccco3)nc12	1	-2	0.9	1	1	-2	2	1	-4	11

Complete entries, quoted from the list:
Cc1ccccc1C(=O)N/N=C/c1ccsc1C across the screens: PMI activator = 1.1; G6PDH CS = -6; Diaph act CS = 1; PMI act satM6P = 1.1; TNAP act hiacc = 1; TNAP inh hiacc = 1; Efa HMGR inh = -2; FLuc stim CS = 0.6; TNAP inh noacc = -6; Diaphorase inh = 1
CC(=O)c1ccc(N2CCN(C(=O)CCC(=O)c3cccs3)CC2)cc1 across the screens: PMI activator = 1.1; G6PDH CS = 5; Diaph act CS = 0.9; PMI act satM6P = 1; TNAP act hiacc = 1; TNAP inh hiacc = -5; Efa HMGR inh = 5; FLuc stim CS = 1.1; TNAP inh noacc = -10; Diaphorase inh = 5
